# KB-V1 cytotox – KB-V1 MDR subline cytotoxicity. KB-V1 MDR cells viability, CellTiter-Glo, 72 h. Potency, µM (top dose mostly 46.1 µM), without a hit: at the top dose activity change, negative = cytotoxicity, hits mostly cytotoxic. 400,000 tested, 3.4% active. AID 1347076; note: potency is the fitted concentration of half-maximal effect; % is set by controls: 0 for no effect and ±100 for the full control effect; nearly all actives have a fitted effect of over 60% in size
#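 Cells of the MDR subline KB-V1 are plated, dosed with compound at multiple concentrations, and incubated 72 h at 37 degrees C; CellTiter-Glo is then added and luminescence read after 10 min.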
# D3 antag – blocks the human D3 dopamine receptor | max response, negative = inhibition, % | P35462 | 360,000 tested, 2.5% active | D3R cells, DiscoveRx beta-arrestin luminescence, antagonist mode; hits give low values; in the data active = max response below about -50%; inconclusive = no clear call, values can overlap the other calls; note: % is set by controls: 0 for no effect and ±100 for the full control effect; mostly tested at two doses, the higher about 12 µM
# Target sequence (P35462 whole entry, looked up): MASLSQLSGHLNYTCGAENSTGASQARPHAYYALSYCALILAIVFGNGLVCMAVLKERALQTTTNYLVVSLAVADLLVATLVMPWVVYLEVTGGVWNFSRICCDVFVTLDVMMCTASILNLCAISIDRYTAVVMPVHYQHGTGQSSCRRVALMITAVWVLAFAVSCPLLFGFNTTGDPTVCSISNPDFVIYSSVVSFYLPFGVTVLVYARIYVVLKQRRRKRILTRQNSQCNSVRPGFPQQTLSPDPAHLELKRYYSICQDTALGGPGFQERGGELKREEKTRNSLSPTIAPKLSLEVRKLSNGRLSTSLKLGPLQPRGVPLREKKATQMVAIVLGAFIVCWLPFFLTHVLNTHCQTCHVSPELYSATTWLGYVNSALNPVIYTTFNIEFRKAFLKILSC
#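 Cells expressing the human receptor were seeded at 1500 cells/well, incubated overnight at 37 degrees C in 5% CO2, then exposed to library compounds with dopamine controls for 90 minutes at 37 degrees C before luminescent detection.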
# SW480 rereplic – DNA re-replication induction in SW480 cells. SW480 DNA re-replication, Hoechst DNA content imaging, 48 h. Potency, µM (highest dose often 46.1 µM), inactives show top-dose re-replication activation, hits mostly activators. 340,000 tested, 1.8% active. AID 624297; note: potency is the fitted concentration of half-maximal effect; % of control where 0% means no effect; nearly all actives have a fitted effect of over 55% in size
#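 Hoechst fluorescence of nuclei (405 nm excitation, 500-530 nm emission) measured by plate-scanning imager after 48 hr compound exposure at 37 C; re-replication scored as increased number of nuclei with elevated intensity.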
# HT1080NT lethal – kills 2HG-producing HT-1080-NT fibrosarcoma cells; Potency, µM (highest dose often 46.1 µM), inactives show at the top dose activity, negative = less viability, usual class: cytotoxic; HT-1080-NT fibrosarcoma viability, CellTiter-Glo ATP luminescence, 48 h; AID 686970; 360,000 tested, 1.6% active;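 note: NT is the 2HG producing partner of a matched IDH1 knockdown line; potency is the fitted concentration of half-maximal effect; 0% = DMSO-treated cells and -100% = media-only wells without cells; nearly all actives have a fitted effect of over 55% in size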
#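 Viability of the 2HG-overproducing fibrosarcoma line after 48 hours of compound exposure at 37 degrees C was determined by luminescence with CellTiter-Glo, and concentration-effect curves were then fitted and categorized.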
# KB-3-1 cytotox – kills parental KB-3-1 adenocarcinoma cells; KB-3-1 viability, CellTiter-Glo ATP luminescence, 72 h; Potency, µM (titrated, usually from 46.1 µM), for the others: at the top dose activity change, negative = cytotoxic, hits mostly cytotoxic; 400,000 tested, 1.4% active; note: potency is the fitted concentration of half-maximal effect; % is set by controls: 0 for no effect and ±100 for the full control effect; nearly all actives have a fitted effect of over 60% in size
#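 Screening of KB-3-1 cells (DMEM, 10% FBS, phenol-red free) ran from lowest to highest compound concentration; after 72 h at 37 °C viability was read luminescently and curves fitted.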
# GLP1R ag – GLP-1 receptor (human) agonism; HEK293 GLP-1R CRE-luciferase, luminescence, 4-6 h; cells express a hypersensitive GLP-1R form; Potency, µM (doses to about 45.6 µM), without a hit: at the top dose activation, most hits filed as activators; 380,000 tested, 0.007% active; AID 624172; note: potency is the fitted concentration of half-maximal effect; % of control where 0% means no effect
# Target sequence (P43220 whole entry, looked up): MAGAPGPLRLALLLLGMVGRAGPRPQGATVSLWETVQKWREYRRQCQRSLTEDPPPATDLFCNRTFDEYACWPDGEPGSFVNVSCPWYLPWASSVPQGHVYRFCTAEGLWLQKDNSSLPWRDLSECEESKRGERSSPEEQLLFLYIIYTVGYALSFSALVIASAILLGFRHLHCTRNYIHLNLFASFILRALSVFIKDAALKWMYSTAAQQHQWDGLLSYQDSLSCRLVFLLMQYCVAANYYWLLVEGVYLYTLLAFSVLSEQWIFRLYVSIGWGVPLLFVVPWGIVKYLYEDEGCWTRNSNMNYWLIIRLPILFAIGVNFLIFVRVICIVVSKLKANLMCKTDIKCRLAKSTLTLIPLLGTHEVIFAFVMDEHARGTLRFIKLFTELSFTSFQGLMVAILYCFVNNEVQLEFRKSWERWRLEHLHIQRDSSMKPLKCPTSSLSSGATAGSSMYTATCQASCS
# DRD3 agonist – agonists of human D3 dopamine receptor | D3R DiscoveRx beta-arrestin cells, luminescence, 90 min | 410,000 tested, 0.58% active | P35462 | max activation, %; in the data active = max activation above about 30%; note: 0% is about no effect; mostly tested at two doses, the higher about 12 µM
#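 Cells at 1500/well, incubated overnight, then treated with pinned compounds (dopamine as control) for 90 min at 37 degrees C. DiscoveRx reagent added for 30 - 60 minutes at room temperature; luminescence read.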
# HT1080 IDH1KD tx – kills HT-1080 cells with IDH1 knockdown; Potency, µM (highest dose often 46.1 µM), without a hit: top-dose activity, negative = toxicity, most hits filed as cytotoxic; 360,000 tested, 2% active; HT-1080 IDH1 knockdown viability, ATP luminescence, 48 h;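 note: potency is the fitted concentration of half-maximal effect; 0% = DMSO wells and -100% = cell-free medium wells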
#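 % activity derives from luminescence (CellTiter-Glo), normalised to DMSO and no-cell wells. HT-1080-IDH1KD cells, 750/well, had 48 h compound exposure at 37 °C.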
# IL1B secr inh – inflammasome signaling inhibition, IL-1 beta readout; activity change, % at 57.5 µM; THP-1 LPS/ATP IL-1B secretion, AlphaLISA, 16 h; hits give low values; 360,000 tested, 4.7% active; in the data active = activity change below about -50%; inconclusive = mostly about -30% to -49%; note: % is set by controls: 0 for no effect and ±100 for the full control effect
#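 THP-1 cells pretreated 1 hr with compounds (up to 57.5 uM final), then stimulated with LPS (250 ng/mL final) plus ATP (1.25 mM final); secreted IL-1B measured by AlphaLISA after 16 hr, decreased signal indicating inhibition.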
# Numbers without * were called inactive; i = inactive; u = inconclusive; x = not tested or not shown; [ ] = dose if it differs, or a comment. Unless noted, calls come from the whole dose curve; as a rule, active = well fitted curve in the direction sought with a large enough effect; inconclusive = small, poorly fitted or top-dose-only effect, or another doubt; inactive = no such curve, though single readings can be large; an effect the other way counts as inactive or inconclusive.
entry	compound	KB-V1 cytotox	D3 antag	SW480 rereplic	HT1080NT lethal	KB-3-1 cytotox	GLP1R ag	DRD3 agonist	HT1080 IDH1KD tx	IL1B secr inh
1	CCn1c(C)nc2cc(C(=O)NN=Cc3ccc([N+](=O)[O-])cc3)ccc21	-11%	10	-6%	14%	12%	-6%	9	-10%	9
2	Cc1ccc(N=Cc2c(O)n(-c3ccc4c(c3)OCO4)c(=O)c3ccccc23)cc1	12%	-59*	u	0%	-2%	-9%	2	-3%	-25
3	COC(=O)c1c(SCC(=O)Nc2ccc(C)cc2)nc(=O)[nH]c1C	0%	12	-6%	3%	-5%	6%	1	7%	11
4	O=C1CC(c2ccccc2Cl)=NN(c2ncnc3ccccc23)C1=O	0%	-2	-1%	-9%	3%	-3%	6	0%	32
5	Cc1ccc(N)c(C(O)(C(F)(F)F)C(F)(F)F)c1	18%	-3	0%	4%	10%	1%	3	13%	14
6	Cc1noc(C)c1C(=O)Nc1nc(-c2ccc(F)cc2)cs1	u	48	-7%	10%	1%	-1%	4	9%	-9
7	COc1ccc(CC(NC(C)=O)C(=O)NC2CCN(S(=O)(=O)c3ccc(NC(C)=O)cc3)CC2)c(OC)c1 (stereo not drawn)	u	2	-6%	-2%	u	12%	5	3%	-17
8	COc1ccc(CCNC(=O)CN2C(=O)NC3(CCOc4ccccc43)C2=O)cc1 (stereo not drawn)	11%	13	-107%[inhibitor]	9%	8%	13%	4	15%	10
9	COc1ccc(OCc2cc(C(=O)NCc3nc(C)cs3)no2)c(Cl)c1	-21%	9	-1%	-1%	0%	2%	2	-1%	-5
10	O=C(c1ccccc1)c1ccc2c(c1)OCCCO2	9%	-1	-3%	15%	0%	17%	17	13%	-2
11	CN(C)c1ccc(NC(=O)CN2CCN(S(=O)(=O)c3cc(Cl)ccc3Cl)CC2)cc1	0%	u	-1%	-17%	u	-6%	-14	-2%	-5
12	CCCn1c(=O)c(C(=O)NCC2CCCO2)c(O)c2ccccc21 (stereo not drawn)	u	7	8%	1%	9%	22%	11	0%	3
13	CCC(=O)c1cn(CC(=O)Nc2cc(C)ccc2C)c2ccccc12	6%	10	-5%	4%	0%	-4%	1	6%	10
14	CCOC(=O)CC1Sc2ccccc2NC1=S (stereo not drawn)	-12%	-2	-4%	18%	-1%	8%	7	10%	x
15	CC1(C2CC(=O)c3c(O)ccc(O)c3C2)OCCO1 (stereo not drawn)	14%	-14	x	3%	0%	5%	-10	-8%	-10
16	NC(=O)c1ccc(C(=O)N/N=C(/Cc2ccccc2)c2ccccc2)cc1	-13%	0	-32%[inhibitor]	-3%	-6%	5%	-5	-13%	i
17	COc1ccc(/C(C)=N/OC/C(O)=C(\C#N)c2nc3ccccc3[nH]2)cc1OC	0%	0	u	u	u	5%	0	1%	24
18	C=CCNC(=S)N1CCN(S(=O)(=O)c2ccc(C)cc2)CC1	1%	-6	u	-3%	-15%	3%	2	-3%	11
19	COc1cccc(CN(C)CC(=O)N2CCN(S(=O)(=O)c3ccccc3)CC2)c1	-4%	13	x	1%	6%	13%	1	-1%	4
20	CCc1ccccc1NC(=O)COC(=O)C1C2CC3OC(=O)C1C3C2 (stereo not drawn)	18%	10	-21%	-1%	2%	7%	4	0%	25
21	Cc1cc(C)nc(Nc2nc(C(N)CCc3ccccc3)cs2)n1 (stereo not drawn)	u	-17	x	u	-2%	3%	1	u	-21
22	COC(=O)c1ccccc1NC(=O)NCc1ccncc1	-6%	-1	-57%[inhibitor]	8%	2%	10%	1	1%	5
23	CC1(C)Oc2ccc(NC(=O)C3COc4ccccc4O3)cc2O1 (stereo not drawn)	-15%	-7	0%	-1%	0%	-3%	-5	-1%	-29
24	COc1ccc2cc(/C=N/O)c(Cl)nc2c1	u	-7	16%	-16%	-5%	-3%	5	-9%	-16
25	O=C(COc1ccccc1Cl)NCC(c1cccs1)N1CCOCC1 (stereo not drawn)	-22%	8	50%	-15%	-1%	6%	6	-18%	0
26	CN(C(=O)COC(=O)C12CC3CC(CC(Cl)(C3)C1)C2)c1ccccc1	0%	13	u	0%	-2%	1%	-4	-10%	23
27	CC(C)COC(=O)Nc1nnc(Cc2ccccc2)s1	-29%	3	-1%	u	-4%	14%	-1	u	32
28	O=C(CC1CCCCC1)NCCOc1ccccc1	0%	10	0%	2%	3%	5%	-4	11%	0
29	Nc1cc(CN2C(=O)c3ccccc3C2=O)cc(Cl)c1O	-1%	10	-40%[inhibitor]	24%	0%	16%	31*	-6%	u
30	CCCCc1nnc(NC(=O)c2ccccc2OCc2c(C)noc2C)s1	u	-7	0%	0%	-3%	23%	6	3%	-3

# Going on with the list:
entry	compound	KB-V1 cytotox	D3 antag	SW480 rereplic	HT1080NT lethal	KB-3-1 cytotox	GLP1R ag	DRD3 agonist	HT1080 IDH1KD tx	IL1B secr inh
31	Cc1ccc(S(=O)(=O)NCCC(=O)NC2CCCCC2C)cc1 (stereo not drawn)	-24%	-3	1%	1%	-11%	-3%	-3	10%	1
32	CCCCn1c(N)c(N(CC(C)C)C(=O)c2cc(S(=O)(=O)N3CCCCC3)ccc2C)c(=O)[nH]c1=O	-3%	-2	-94%[inhibitor]	5%	3%	11%	5	-2%	17
33	CCOC(=O)c1sc(N2N=C(C)C(N=Nc3cccc(C)c3)C2=O)nc1C (stereo not drawn)	-13%	9	u	-27%	8%	5%	4	-6%	0
34	C=CCN1C(c2ccc(Br)cc2)=CS/C1=C(\C#N)c1nnc(N2CCOCC2)n1-c1ccccc1	u	5	u	-6%	-22%	2%	0	-7%	-73*
35	O=C(NCc1ccco1)C1CCCN(c2ncnc3c2nc2n3CCCCC2)C1 (stereo not drawn)	-3%	8	2%	10%	13%	14%	8	6%	11
36	COc1cc(CNC(C)C23CC4CC(CC(C4)C2)C3)ccc1OCC(=O)NC(C)(C)C (stereo not drawn)	u	-7	u	u	u	13%	-14	23µM*	-88*
37	CC1CCN(C(C)C(=O)Nc2ccccc2-c2ccccc2)CC1 (stereo not drawn)	u	-56*	0%	-25%	u	0%	-6	-15%	0
38	Cc1nccn1-c1ccc(NC(=O)[C@H]2O[C@@H](n3ccc(=O)[nH]c3=O)[C@H](O)[C@@H]2O)cc1	24%	23	x	23%	29%	-3%	1	12%	20
39	COc1cccc(/C=N/NC(=O)c2[nH]c(C)c(C(=O)N/N=C/c3cccc(OC)c3)c2C)c1	-8%	-18	0%	-10%	2%	2%	-25	-14%	-23
40	COc1ccc(C(=O)NC(C(=O)NCc2ccccc2OC)C(C)C)cc1 (stereo not drawn)	-4%	-10	-44%[inhibitor]	7%	-5%	4%	5	8%	-14
41	Cc1ccc(CNC(=O)CN2C(=O)COc3ccc(S(=O)(=O)N4CCCCC4)cc32)o1	11%	-26	4%	8%	0%	0%	-3	-1%	-20
42	O=C(CCCc1nc(-c2ccccc2Cl)no1)N1CCOCC1	-11%	-12	-13%	u	7%	1%	-15	0%	-3
43	CCC1(C)Cc2c(sc3nc(NC)n(C)c(=O)c23)CO1 (stereo not drawn)	u	15	2%	-4%	-13%	3%	-3	-3%	52
44	O=C(C1CC(=O)N(c2ccc(F)cc2)C1)N1CCN(c2ccccc2)CC1 (stereo not drawn)	-23%	8	-5%	1%	16%	1%	4	-8%	u
45	COc1ccc(N2CCN(C(CNC(=O)c3ccc4c(c3)OCO4)c3ccco3)CC2)cc1 (stereo not drawn)	-2%	-1	2%	-12%	-2%	8%	-6	-14%	-5
46	CC(C)N(CC#CCC(O)(c1ccccc1)c1ccccc1)C(C)C	13µM*	5	-50%[inhibitor]	-16%	-14%	14%	-3	4%	-7
47	COC(=O)CCN(C(=O)c1cc(OC)c(OC)c(OC)c1)c1ccccn1	3%	9	-11%	-1%	6%	-3%	10	0%	11
48	O=C(N=C1SC2CS(=O)(=O)CC2N1c1ccccc1)C1CC1 (stereo not drawn)	10%	-1	0%	14%	0%	-9%	-10	15%	2
49	CCCCCn1c2nc3ccccc3nc2c2c(=O)n(CC(C)C)cnc21	-4%	13	-8%	10%	6%	1%	-4	15%	-2
50	Cc1csc(CN(C)C(=O)c2cn(Cc3cccc4ccccc34)nn2)n1	u	-12	-8%	-4%	2%	16%	-2	-1%	i
51	CC(C)NCC(O)(c1ccc(Cl)cc1)c1ccc(Cl)cc1	0%	2	16%	-17%	1%	17%	-3	-16%	-84*
52	O=C(O)Cn1ccc2ccccc21	-9%	-12	-3%	16%	5%	-2%	-4	13%	15
53	O=C(NCc1cccc(C(F)(F)F)c1)C1CC(c2c(Cl)cccc2Cl)=NO1 (stereo not drawn)	0%	u	u	u	u	20%	-13	u	15
54	COc1ccccc1-c1cc(C(=O)Nc2cc(C)nn2-c2ccccc2)no1	6.5µM*	17	21%	u	5.2µM*	-10%	2	3.2µM*	33
55	CCCCOc1ccc(C(=O)N2CCCC2C(=O)O)cc1 (stereo not drawn)	23%	0	4%	22%	4%	-24%	-1	19%	0
56	COC(=O)C1CN(C(=O)c2ccc(OC(F)F)cc2)c2ccccc2O1 (stereo not drawn)	13%	-13	-8%	7%	10%	0%	3	13%	5
57	CN1CCCN(C(=O)CNC(=O)c2ccccc2Br)CC1	-12%	5	1%	0%	4%	-6%	-24	-2%	-3

# In the list so far, 3 contain two or more sulfur atoms.
entry	compound	KB-V1 cytotox	D3 antag	SW480 rereplic	HT1080NT lethal	KB-3-1 cytotox	GLP1R ag	DRD3 agonist	HT1080 IDH1KD tx	IL1B secr inh
14	CCOC(=O)CC1Sc2ccccc2NC1=S (stereo not drawn)	-12%	-2	-4%	18%	-1%	8%	7	10%	x
18	C=CCNC(=S)N1CCN(S(=O)(=O)c2ccc(C)cc2)CC1	1%	-6	u	-3%	-15%	3%	2	-3%	11
48	O=C(N=C1SC2CS(=O)(=O)CC2N1c1ccccc1)C1CC1 (stereo not drawn)	10%	-1	0%	14%	0%	-9%	-10	15%	2

# High-throughput results: PubChem, National Center for Advancing Translational Sciences (NCATS)
